# Source: PubChem BioAssay (several laboratories)
# PKA-R1A activ: activators of PKA-R1A holoenzyme, primary screen, biochemical, fluorescence polarization, Cy5-IP20, bovine R1A, mouse PKAc | activation, % at 11.4 µM | PKA-R1A dissociation; scaled: DMSO 0%, 113 µM cGMP 100% | 0.083% of 340,000 active | AID 504707, 2011 | cAMP-dependent protein kinase type I-alpha regulatory subunit (Bos taurus) + …;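 active = percent activation above the mean of all tested compounds plus 3 SD, cut at about 19% in these data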;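 note: higher means more PKAc released from R1A so a rise in polarization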
# OPRM1-OPRD1 inv: inverse agonists of MOR-DOR heterodimerization, primary screen, cell-based, luminescence. cell-based MOR-DOR heterodimer luminescence, inverse agonism. inhibition, % at 9.3 µM. 0.21% of 340,000 active; in the data active = inhibition above about 22%, passing the limit was not always enough;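 note: 0% = cells with DMSO and 100% = wells without cells with DMSO; values of inactives mirror those of a sister screen read the other way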
# AddAB inh: growth inhibition of E. coli expressing H. pylori AddAB, primary screen, AddAB inhibitor project, absorbance; inhibition, % at 11.9 µM; 0.29% of 330,000 active; AID 435030, 2010; in the data active = inhibition above about 12%;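 note: 0% = vehicle wells of infected cells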
# Tat export inh: E. coli Tat export inhibitors, primary screen, MC4100, TorA-mCherry reporter, fluorescence, single point | inhibition, % at 10 µM | AID 488895, 2010 | 0.036% of 340,000 active;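 active = mean replicate inhibition at least 50% and at least half of replicates individually reaching 50%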;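 note: exported cargo escapes ClpAP degradation while cytoplasmic cargo is degraded and loses fluorescence; 0% = median of neutral control wells and 100% = median of NaSCN control wells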
# E coli growth: E. coli V3065 growth inhibition, primary screen, counter-screen for AddAB inhibitor project, absorbance, OD600; 18 h; inhibition, % at 11.9 µM; 0.27% of 330,000 active; AID 449728, 2010;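 active = inhibition above the campaign's mean inhibition across all tested compounds plus 3 SD, cut at about 9.9% in these data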;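 note: uninfected addAB+ strain grown without phage in ampicillin broth; 0% = DMSO wells and 100% = ciprofloxacin 0.95 µg/ml wells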
# Pemphigus Ab inh: inhibitors of pemphigus antibody binding to DSG3, primary screen, biochemical, bead-based, flow cytometry, scFv-GFP; Desmoglein-3 (Homo sapiens), P32926; DSG3-coupled beads, scFv-anti-DSG3-GFP binding; hits give low values; binding (percent of control), % at 10 µM; 0.48% of 310,000 active;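 active = binding more than 3 SD below its plate's average and above zero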;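 note: hits lower antibody fragment binding to DSG3; some compounds called inactive have numbers as strong as hits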
# Target sequence (P32926 whole entry, looked up, the tested form may be a part): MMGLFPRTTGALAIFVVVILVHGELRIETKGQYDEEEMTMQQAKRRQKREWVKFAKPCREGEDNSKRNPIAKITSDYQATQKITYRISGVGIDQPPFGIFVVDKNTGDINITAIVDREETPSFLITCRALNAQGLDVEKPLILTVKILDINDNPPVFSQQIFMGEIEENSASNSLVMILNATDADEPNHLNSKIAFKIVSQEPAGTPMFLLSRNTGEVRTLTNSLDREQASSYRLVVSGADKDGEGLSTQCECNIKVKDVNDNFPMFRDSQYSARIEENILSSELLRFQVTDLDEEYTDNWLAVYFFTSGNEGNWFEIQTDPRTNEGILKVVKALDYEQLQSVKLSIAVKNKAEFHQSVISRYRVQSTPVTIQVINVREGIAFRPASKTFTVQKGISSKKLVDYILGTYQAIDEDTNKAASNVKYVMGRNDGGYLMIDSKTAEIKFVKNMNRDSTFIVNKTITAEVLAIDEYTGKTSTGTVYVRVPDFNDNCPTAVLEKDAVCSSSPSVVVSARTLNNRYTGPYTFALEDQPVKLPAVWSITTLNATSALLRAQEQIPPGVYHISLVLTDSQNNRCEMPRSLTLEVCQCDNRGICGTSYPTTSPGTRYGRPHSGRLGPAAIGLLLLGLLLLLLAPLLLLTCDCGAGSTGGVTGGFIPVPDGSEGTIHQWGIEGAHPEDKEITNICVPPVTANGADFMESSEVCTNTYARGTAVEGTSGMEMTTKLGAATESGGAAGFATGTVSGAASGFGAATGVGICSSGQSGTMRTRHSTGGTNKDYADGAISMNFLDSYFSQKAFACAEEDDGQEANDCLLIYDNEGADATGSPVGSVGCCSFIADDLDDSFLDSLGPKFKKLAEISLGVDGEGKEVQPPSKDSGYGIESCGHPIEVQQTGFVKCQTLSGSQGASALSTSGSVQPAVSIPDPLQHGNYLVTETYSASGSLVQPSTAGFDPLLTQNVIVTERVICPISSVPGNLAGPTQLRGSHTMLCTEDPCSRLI
# phage Ecoli inh: growth loss of phage-infected E. coli, primary screen, RecBCD inhibitor project, absorbance, with phage, HTS; inhibition, % at 11.9 µM; 0.26% of 360,000 active; AID 651602, 2012; in the data active = inhibition above about 11%
# MOR-DOR ag: agonists of OPRM1-OPRD1 heterodimerization, primary screen, cell-based, luminescence; cells; 0.3% of 340,000 active; AID 504326, 2011; activation, % at 9.3 µM; Mu-type opioid receptor (Homo sapiens) + Delta-type opioid receptor (Homo sapiens), …; in the data active = activation above about 18%;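 note: 0% = vehicle-treated cells and 100% = reference agonist; values of inactives mirror those of a sister screen read the other way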
# Mot1-301 SUMO: yeast Mot1-301 growth rescue at high temperature, primary screen, SUMOylation pathway inhibitor project, S. cerevisiae, ATP luminescence, 38.5C; AID 2716, 2010; growth rescue, % at 18.8 µM; 1% of 320,000 active; S. cerevisiae Mot1-301 growth rescue; percent above DMSO median, 100 means doubled;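 active = every valid replicate shows activation above 250% relative to neutral control wells; inactive = the rest, any valid replicate at or below 250%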;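 note: OY570 slx delta 5 strain wells were the positive control but not used for scaling; some compounds called inactive have numbers as strong as hits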
# Arr AP2 block: inhibitors of beta-arrestin/AP2 binding, primary screen, biochemical, GPCR trafficking, flow cytometry | AID 504490, 2011 | 0.31% of 340,000 active | FITC-arrestin peptide / GST-AP2 beads; AP2 beta2 appendage carries R879A mutation | inhibition, % at 10 µM;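 active = inhibition above a set limit, near 3 SD of compounds lacking own fluorescence, cut at about 54% in these data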;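 note: plate controls were DMSO wells for no effect and 5 µM unlabelled arrestin peptide for full effect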
#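 System: GST-AP2 R879A glutathione beads. Medium: PBS with 0.05% Tween 20 and 0.1% BSA. Also added: FITC-arrestin peptide, 50 nM. Incubation: 12 min plus 1 h, RT. Measured by: high-throughput flow cytometry of beads, ex 488, em 535 nm. Evaluation: percent drop in bead-associated FITC signal.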
# PfHsp90 set2: growth inhibition of PfHsp90-expressing yeast, primary screen, antimalarial PfHsp90 inhibitor project, S. cerevisiae, BacTiter-Glo luminescence, single point, set 2; BacTiter-Glo ATP, 48 h; yeast lacking PDR1 and PDR3 efflux regulators; inhibition, % at 9.4 µM; 0.32% of 310,000 active;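 active = every replicate shows inhibition above about 80%, whatever the replicate mean, limit read from the data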;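 note: 0% = DMSO neutral controls and 100% = 20 µM radicicol positive controls; yeast relying on Plasmodium falciparum Hsp90 in place of its own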
# Numbers without * were called inactive; nt = no result given; & = joins results of further samples.
SMILES,PKA-R1A activ,OPRM1-OPRD1 inv,AddAB inh,Tat export inh,E coli growth,Pemphigus Ab inh,phage Ecoli inh,MOR-DOR ag,Mot1-301 SUMO,Arr AP2 block,PfHsp90 set2
O=C(COc1ccccc1F)N/N=C1\CCCc2ccccc21,-12,-24,3.2,1,0.0,108,2.3,4.5,1,-1,nt
O=C(NCCc1ccccc1)c1cccc(S(=O)(=O)N2CCCCC2)c1,-6,10,1.2,6,1.6,100,1.1,-1.9,-2,4,7
CCCC(C)C(=O)Nc1nc(C)c(-c2csc(Nc3cc(OC)ccc3OC)n2)s1 (stereo unspecified),14,-15,3.6,10,-0.3,97,3.3,2.6,21,-2,-33
C=CCOc1ccc(NC(=O)C2CC(=O)N(C(C)C)C2)cc1 (stereo unspecified),-4,8,0.9,-5,-1.6,nt,1.4,-1.5,-1,-13,13
COc1ccc(C(C)NC(=S)NCc2ccc(F)cc2)cc1 (stereo unspecified),2,23,-0.7,16,3.0,103,-0.2,-4.5,24,24,-25
CC1=C(C(=O)Nc2ccc(F)cc2)C(c2ccncc2)C2=C(CCCC2=O)N1 (stereo unspecified),9,-31,2.0,-1,0.4,nt,2.0,5.3,-7,9,nt
Cc1cc(C)n2nc(C(=O)N3CCCC(CNS(=O)(=O)c4cccs4)C3)cc2n1 (stereo unspecified),-11,1,-0.7,0,1.3,105,4.9,-0.1,nt,39,17
COc1cc(CN2CCCC(N3CCN(c4ccc(F)cc4)CC3)C2)ccc1F (stereo unspecified),12,-4,2.2,3,0.3,90,0.7,0.9,93,3,32
O=C(CSc1nnc(-c2ccco2)o1)N1c2ccccc2CCc2ccccc21,12,-17,-1.3,-4,-2.5,98,-0.8,2.8,7,3,-34
C=CCn1c(SCC(=O)NCC2CCCO2)nnc1-c1ccccc1 (stereo unspecified),2,11,4.9,-6,-0.6,84,2.4,-1.7,0,-6,nt
Nc1ncn(-c2ncc(C(F)(F)F)cc2Cl)n1,nt,nt,2.9,-8,-1.1,97,4.2,nt,-5,3,-29
COC(=O)c1ccc2c(c1)NC(=O)C(N1CCOCC1)S2 (stereo unspecified),5,-4,-0.6,-2,-0.6,105,0.0,0.6,-5,32,2
O=C(COC(=O)/C=C/c1ccccc1)NCCC1=CCCCC1,4,-23,0.8,2,-3.1,86,5.6,3.5,-6,14,29
O=C1C(=O)N(C/C=C/c2ccccc2)c2ccccc21,-18,36,3.2,1,2.8,102,-1.0,-6.5,-15,-2,11
COc1ccc(-c2noc(CCC(=O)N3CCN(c4ccccc4Cl)CC3)n2)cc1,-3,1,2.3,3,1.6,95,1.7,-0.1,nt,9,-8
COc1ccc2oc(C(=O)N(C)Cc3ccc(OC(F)F)cc3)c(C)c2c1,0,0,1.8,4,0.8,113,0.1,0.0,15,4,-2
CC1Sc2ccc(C(=O)NCc3cccc(C(F)(F)F)c3)cc2NC1=O (stereo unspecified),9,-6,3.2,3,1.1,nt,2.8,1.6,-4,22,-2
CC(=O)N[C@@H](Cc1c[nH]c2ccccc12)C(=O)NCc1ccccc1,-11,3,2.2,1,-1.4,108,2.5,-0.4,-10,11,-1
N#CC1(NC(=O)COC(=O)c2nc(Cl)c(Cl)c(N)c2Cl)CCCCC1,-13,12,0.5,-2,1.2,110,4.8,-2.1,1,-3,-1
O=C(O)C1CCCN1c1ncccc1[N+](=O)[O-] (stereo unspecified),3,11,-1.5,-3,0.3,96,2.8,-2.2,-7,42,16
Clc1ncccc1-c1nc2ccccc2n1Cc1ccccc1,-3,-8,-0.2,-2,-2.3,nt,nt,1.5,-5,18,1
O=C(NCc1ccccc1)c1cccc(NC(=O)C2CCCCC2)c1,-8,4,nt,6,nt,105,2.2,-0.8,nt,8,54
COc1ccccc1N1CCN(C(=O)CN2C(=O)c3ccccc3C2=O)CC1,-6,26,3.6,-4,0.7,102,3.6,-5.0,-24,0,-1
O=C(CCc1nnc(-c2ccsc2)o1)NCc1ccccc1OC(F)(F)F,-9,14,2.3,-8,-0.5,108,4.0,-2.7,-6,9,5
CCOC(=O)CN(C(=O)CSc1nnc(CNc2ccc(C)cc2C)n1CC)c1ccccc1,8,3,-1.1,10,-4.4,107,1.9,-0.6,26,1,nt
Cc1cc(NC2CCCCC2)nc(NCc2ccccc2)n1,2,-29,6.2,4,1.1,102,8.6,4.1,-10,nt,-9
CC(=O)c1ccc(Oc2ncnc(N)c2[N+](=O)[O-])cc1,-4,20,0.7,-1,-3.9,93,1.0,-3.5,-2,9,-6
CN(C)S(=O)(=O)c1ccc(NC(=O)Cn2ccsc2=N)cc1,5,13,3.7,-21,-0.1,101,2.0,-2.6,1,3,-3
COc1ccc(NS(=O)(=O)c2ccc3nc(COc4cccc5ccccc45)[nH]c3c2)cc1,-2,-30,2.8,-1,2.0,106,1.4,5.6,-5,5,17
CCOc1nc(NC(=O)NS(=O)(=O)c2cccc(Cl)c2)nc(-c2ccccc2)n1,-23,7,3.8,13,0.4,98,2.7,-1.3,-6,43,-21
O=C1NCC(O)=C1C=NC12CC3CC(CC(C3)C1)C2,-9&1,6&12,0.2&3.9,8&1,-0.9&-0.1,94&105,4.0&3.1,-1.0&-2.1,-4&77,11&23,-1
COc1ccc(C2CCCN2CC(O)COc2ccccc2C(C)C)cc1 (stereo unspecified),-7,-65,1.2,-1,0.8,119,2.6,8.0,11,-3,26
CCS(=O)(=O)c1ccc(O)c(NC(=O)COc2ccc(OC)cc2)c1,2,1,4.0,-1,-0.9,100,2.5,-0.2,-18,38,5
N#CC(C#N)=Cc1ccc(OCC(=O)N2CCOCC2)cc1,-5,22,0.2,-1,-2.5,116,1.9,-4.5,-14,6,nt
CC1CCN(S(=O)(=O)c2ccc3c(c2)n(C)c(=O)n3C)CC1,3,20,8.1,6,0.1,102,-1.3,-3.0,-6,17,-4
COC(=O)C1=C(C)NC(=O)/C1=C\c1cc(C)n(-c2cccc(C)c2)c1C,-1,4,-2.1,-2,-0.1,91,-0.3,-0.9,nt,4,-6
CCN(CC)S(=O)(=O)c1ccc(N2CCOCC2)c(NC(=O)COc2ccccc2C)c1,-1,-1,2.0,6,-0.9,99,2.0,0.3,2,-3,-16
CCN([C@H](CO)CC(C)C)S(=O)(=O)c1ccccc1,-3,13,1.1,0,0.4,99,2.9,-2.6,nt,43,36
COc1ccc(CN2CCN(C(C)C)C(CCO)C2)cc1Cn1cccn1 (stereo unspecified),-13,-20,0.2,-5,0.3,88,4.7,3.2,-8,5,10
Cc1cccc(NC(=O)C2c3ccccc3C(=O)N3CCc4ccccc4C23)n1 (stereo unspecified),1,11,-0.8,3,0.7,102,-0.2,-2.0,-6,1,13
CCOC(=O)CN1C(=O)C(O)=C(C(C)=O)C1c1ccc([N+](=O)[O-])cc1 (stereo unspecified),6,16,0.5,5,-1.9,110,2.9,-3.8,-9,-5,-6
Cc1ccc(NC(=O)CSCC(=O)Nc2ccc(N3CCOCC3)cc2N2CCOCC2)cc1,-5,10,nt,-2,nt,92,2.2,-1.6,nt,0,0
Cc1cc(=O)c2ccccc2s1,-7,0,1.3,12,2.3,105,3.7,-0.1,12,-7,40
CC1=C(C(=O)Nc2cccc(C(=O)NC3CCCC(C)C3C)c2)SCCO1 (stereo unspecified),1,6,3.5,-2,-0.2,104,-1.0,-1.2,-6,5,-10
Cc1ccc(C(=O)c2ccccc2C(=O)OCC(=O)N2CCCC2)cc1,20*,5,0.9,3,3.1,88,2.4,-0.9,32,-3,nt
O=C(NNC(=S)Nc1ccc(Cl)cc1Cl)c1cccnc1,1,23,1.5,-4,0.7,103,1.5,-6.2,16,-13,13
CCOC(=O)N1CCC(N2CCN(S(=O)(=O)c3ccc(Cl)cc3)CC2)CC1,-4,5,-0.8,-5,-1.5,102,-2.0,-1.1,6,10,7
O=C(CNC(=O)c1cccs1)N/N=C/c1cccc(Br)c1,-9,13,nt,-4,nt,94,0.6,-2.6,nt,38,-12
CCc1nnc(NC(=O)C2CCCN2S(=O)(=O)c2ccc(C)cc2)s1 (stereo unspecified),-6,12,-0.1,-10,-3.1,103,0.0,-2.2,-7,-4,17
Cc1nn2c(N)c(-c3ccccc3)cnc2c1-c1ccccc1,5,6,-0.2,-6,-0.8,108,2.7,-1.1,-5,-19,-22
O=C(NCC(=O)N1CCCCCC1)c1ccc(Br)cc1,-2,7,-0.2,4,-2.2,98,0.4,-1.4,-6,6,15
CC1CC1C(=O)OCC(=O)c1c(N)n(C)c(=O)n(C)c1=O (stereo unspecified),-9,22,0.3,0,-1.3,98,-2.9,-4.8,nt,12,-13
COc1ccc(NC(=O)N2CCN(S(C)(=O)=O)CC2)c(OC)c1,-1,9,-1.1,1,-1.7,106,1.6,-1.7,66,18,7
C/C(=N/NC(=O)OC(C)(C)C)c1ccco1,-8,0,6.3,-3,0.1,93,4.7,0.1,-24,-10,19
Cc1nc2c3ccccc3nc(NNC(=O)CCC(=O)N3CCCC(C)C3)n2n1 (stereo unspecified),1,-2,6.7,-7,2.4,128,-0.3,0.5,455*,37,-34
O=C(CSc1ncc(-c2ccc(F)cc2)[nH]1)NCc1ccco1,3,12,-0.4,11,-0.6,104,1.2,-2.2,13,2,-3
COc1cc(CCC(=O)Nc2cccc(S(=O)(=O)N(C)C)c2)cc(OC)c1OC,3,3,0.7,0,0.2,97,1.6,-0.6,-11,9,15
CCc1ccc(/C=C2/C(=O)N(C)C(=S)N2CC(=O)OC)s1,-3,-10,3.0,-1,1.3,103,3.8,1.4,-12,4,-7

# An excerpt from above in order of the Mot1-301 SUMO value, highest first:
smiles,Mot1-301 SUMO
O=C(CCc1nnc(-c2ccsc2)o1)NCc1ccccc1OC(F)(F)F,-6
CCc1nnc(NC(=O)C2CCCN2S(=O)(=O)c2ccc(C)cc2)s1 (stereo unspecified),-7
C/C(=N/NC(=O)OC(C)(C)C)c1ccco1,-24
